Screens: PubChem, Broad Institute
Tcruzi prolif = inhibitors of T. cruzi proliferation. T. cruzi beta-gal in NIH3T3, GalScreen luminescence, 90 h. inhibition, % at 8.34 µM. 5.9% of 77,000 active. AID 624255;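 active = mean inhibition above about 93%, with at least 55% of replicates each passing it, limit read from the data, passing the limit was not always enough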
KDM4C inh = blocks human GASC-1 (KDM4C) demethylase activity | 0.15% of 96,000 active | inhibition, % at 12.5 µM | AID 720574 | Q9H3R0 | GST-KDM4C 2-372, H3K9me3 peptide, LANCE TR-FRET;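 active = mean replicate inhibition above about 25%, with at least 55% of replicates also reaching it, limit read from the data, passing the limit was not always enough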
Target sequence (Q9H3R0 2-372 limits assumed): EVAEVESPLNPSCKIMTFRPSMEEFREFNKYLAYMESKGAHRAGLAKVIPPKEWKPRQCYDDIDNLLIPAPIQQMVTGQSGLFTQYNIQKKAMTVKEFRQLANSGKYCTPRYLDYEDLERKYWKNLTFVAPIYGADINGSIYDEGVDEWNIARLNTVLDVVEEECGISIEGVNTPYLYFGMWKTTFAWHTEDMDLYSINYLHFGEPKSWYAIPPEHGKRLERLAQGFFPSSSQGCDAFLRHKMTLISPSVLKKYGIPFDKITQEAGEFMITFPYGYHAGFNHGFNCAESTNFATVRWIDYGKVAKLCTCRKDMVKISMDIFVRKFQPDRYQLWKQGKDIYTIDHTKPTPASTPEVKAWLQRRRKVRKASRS
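Test system: N-terminal GST-fused human GASC-1 (KDM4C) fragment, residues 2-372; quantity: GASC-1 enzyme at 10 nM final in reaction; dosing: single dose; schedule: 30 min demethylation and 1 h detection at room temperature; signal: LANCE TR-FRET, excitation 340 nm, emissions 618 and 671 nm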
Pf Dd2 growth = blocks growth of Plasmodium falciparum Dd2 parasites; P. falciparum Dd2 growth, SYBR Green, 72 h; hits give low values; activity change, % at 10 µM; 2.3% of 94,000 active; AID 1159554; in the data active = activity change below about -80%
C diff HTS = inhibitors of Clostridium difficile growth; Clostridium difficile clinical isolate growth, OD600, 24 h; hits give low values; 0.25% of 86,000 active; growth activity, negative = inhibition, % at 16 µg/mL (by protocol);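 active = mean growth activity at or below -80% and every replicate also at or below -80%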;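 also: 0% = DMSO wells and -100% = levofloxacin 16 µg/mL wells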
* = called active by the depositor; x = no result given; & = joins results of further samples.

1) COc1cccc(S(=O)(=O)N2CCCCN3[C@H](C2)[C@H](c2ccc(-c4cncnc4)cc2)[C@@H]3CO)c1
2) Cc1ccc(S(=O)(=O)N(C)C[C@H]2Oc3c(NS(C)(=O)=O)cccc3C(=O)N([C@@H](C)CO)C[C@H]2C)cc1
3) O=C(C[C@H]1C[C@@H]2c3cc(NC(=O)c4ccc5c(c4)OCO5)ccc3O[C@@H]2[C@H](CO)O1)NCCc1ccccc1
4) COCC(=O)NC[C@H]1N[C@H](CO)[C@H]1c1ccc(C2=CCCCC2)cc1
5) COc1ccccc1-c1ccc2c(c1)[C@@H]1[C@@H](CCN1S(=O)(=O)c1ccccc1OC)[C@H](CO)N2
6) C[C@@H]1CCCCO[C@@H](CN(C)Cc2ccccc2)[C@@H](C)CN([C@H](C)CO)C(=O)c2cc(NC(=O)c3ccccc3)ccc2O1
7) C[C@H](CO)N1C[C@H](C)[C@H](CN(C)Cc2cccnc2)Oc2ncc(-c3cccc(C#N)c3)cc2C1=O
8) COc1ccc(S(=O)(=O)Nc2cccc3c2O[C@H](CN(C)S(C)(=O)=O)[C@H](C)CN([C@H](C)CO)C3=O)cc1
entry no.	1	2	3	4	5	6	7	8
Tcruzi prolif	70	32	-43	10	26	44	x	37
KDM4C inh	-1.1	2.3	-3.4	-1.6	-0.8	-0.3	0.3	1.6
Pf Dd2 growth	11	-23	-14	4	-58	-11	12	0
C diff HTS	12	3	x	-9	40	8	-2	-2

9) C[C@H](CO)N1C[C@H](C)[C@H](CN(C)Cc2ccncc2)Oc2c(NC(=O)c3ccncc3)cccc2C1=O
10) C[C@@H]1CCCCO[C@H](CN(C)S(=O)(=O)c2ccccc2)[C@@H](C)CN([C@H](C)CO)C(=O)c2cc(NC(=O)CCCN(C)C)ccc2O1
11) COc1ccc(NC(=O)Nc2cccc3c2O[C@H](CN(C)S(=O)(=O)c2ccccc2)[C@H](C)CN([C@@H](C)CO)C3=O)cc1
12) CC=Cc1ccc2n(c1=O)C[C@H]1[C@H](CO)[C@@H](C(=O)NC3CCC3)[C@@H]2N1Cc1cccnc1 (mixture of isomers)
13) C[C@@H]1CN([C@@H](C)CO)C(=O)c2cccc(NS(=O)(=O)c3cccs3)c2O[C@H]1CN(C)S(=O)(=O)c1ccccc1
14) C[C@@H]1CCCCO[C@@H](CN(C)C)[C@@H](C)CN([C@@H](C)CO)C(=O)c2cc(NC(=O)Nc3cccc4ccccc34)ccc2O1
15) C[C@H](CO)N1C[C@H](C)[C@@H](CN(C)Cc2ccc(Oc3ccccc3)cc2)Oc2ccc(NC(=O)Cn3cnnn3)cc2CC1=O
16) CN(C)CCCNC(=O)C[C@H]1CC[C@@H]2[C@@H](COc3ccc(NC(=O)c4ccc5c(c4)OCO5)cc3C(=O)N2C)O1
entry no.	9	10	11	12	13	14	15	16
Tcruzi prolif	50	-28	-14	73	-47	78	32	-27
KDM4C inh	-0.3	11	1.1	1.7	0.2	1.3	-0.5	4.8
Pf Dd2 growth	7	71	-32	x	40	x	-65	2
C diff HTS	-6	1	-4	-5	x	6	7	2

17) Cc1ccc(S(=O)(=O)Nc2ccc3c(c2)CC(=O)N([C@@H](C)CO)C[C@H](C)[C@H](CN(C)Cc2ccc(Oc4ccccc4)cc2)O3)cc1
18) C[C@H](CO)N1C[C@H](C)[C@H](CN(C)Cc2ccc(Cl)c(Cl)c2)Oc2c(NC(=O)c3nc4ccccc4s3)cccc2C1=O
19) C[C@H]1CN([C@@H](C)CO)C(=O)c2c(c3ccccc3n2C)-c2ccccc2CO[C@@H]1CN(C)Cc1ccc(C(F)(F)F)cc1
20) C[C@@H]1CN([C@@H](C)CO)C(=O)c2cc(NC(=O)NC3CCCCC3)ccc2O[C@@H]1CN(C)C(=O)NC1CCCCC1
21) C[C@@H]1CN([C@H](C)CO)C(=O)c2cc(NC(=O)CCN3CCOCC3)ccc2O[C@H]1CN(C)Cc1ccc(C(F)(F)F)cc1
22) C/C=C/c1cnc2c(c1)C(=O)N([C@H](C)CO)C[C@@H](C)[C@@H](CN(C)C(=O)C1CCC1)O2
23) C[C@@H]1CN([C@H](C)CO)C(=O)c2cccc(NC(=O)Nc3ccccc3)c2O[C@H]1CN(C)Cc1ccc(C(F)(F)F)cc1
24) O=C(NCC[C@@H]1CC[C@H](NC(=O)c2ccc3c(c2)OCO3)[C@H](CO)O1)Nc1ccc(Cl)cc1
entry no.	17	18	19	20	21	22	23	24
Tcruzi prolif	23	70	x	6	13	13	63	x
KDM4C inh	3.5	0.6	0.0	-0.4	1.3	0.0	0.7	0.2
Pf Dd2 growth	-29	-48	-58	-15	-2	16	-35	-16
C diff HTS	14	-3	37	0	-1	x	4	-12

In another format: entries from further up
#24 O=C(NCC[C@@H]1CC[C@H](NC(=O)c2ccc3c(c2)OCO3)[C@H](CO)O1)Nc1ccc(Cl)cc1
  Tcruzi prolif = x	KDM4C inh = 0.2	Pf Dd2 growth = -16	C diff HTS = -12

#23 C[C@@H]1CN([C@H](C)CO)C(=O)c2cccc(NC(=O)Nc3ccccc3)c2O[C@H]1CN(C)Cc1ccc(C(F)(F)F)cc1
  Tcruzi prolif = 63	KDM4C inh = 0.7	Pf Dd2 growth = -35	C diff HTS = 4

#21 C[C@@H]1CN([C@H](C)CO)C(=O)c2cc(NC(=O)CCN3CCOCC3)ccc2O[C@H]1CN(C)Cc1ccc(C(F)(F)F)cc1
  Tcruzi prolif = 13	KDM4C inh = 1.3	Pf Dd2 growth = -2	C diff HTS = -1

More results follow:
25) C[C@@H]1CN([C@@H](C)CO)C(=O)Cc2cc(NS(C)(=O)=O)ccc2O[C@H]1CN(C)C(=O)Nc1ccc(F)cc1
26) CN1C(=O)c2cc(NC(=O)c3cccs3)ccc2OC[C@@H]2O[C@H](CC(=O)N3CCCCC3)CC[C@H]21
27) CO[C@H]1CN(C)C(=O)c2cc(NC(=O)NC3CCCC3)ccc2OC[C@@H](C)NC[C@@H]1C
28) O=C(C[C@H]1CC[C@@H](NC(=O)Nc2ccc3c(c2)OCO3)[C@@H](CO)O1)NCc1ccccc1
29) COc1ccc(C(=O)Nc2ccc3c(c2)C(=O)N(C)[C@H]2CC[C@@H](CC(=O)NCC4CC4)O[C@@H]2CO3)cc1
30) COC(=O)C[C@@H]1CC[C@@H]2[C@H](COC[C@H](O)CN2C(=O)Nc2ccccc2OC)O1
31) CCCN1C[C@H](C)[C@H](OC)CN(C)C(=O)c2ccc(NC(=O)C3CCC3)cc2OC[C@H]1C
32) Cc1noc(C)c1NC(=O)Nc1ccc2c(c1)C(=O)N([C@@H](C)CO)C[C@H](C)[C@@H](CN(C)S(C)(=O)=O)OCCCC[C@H](C)O2
entry no.	25	26	27	28	29	30	31	32
Tcruzi prolif	6	93	x	-5	18	42	7	8
KDM4C inh	12	0.0	0.2	-0.2	2.2	2.2	0.6	1.1
Pf Dd2 growth	11	-24	1	-7	x	20	-8	38
C diff HTS	1	-10	8	48	4	11&-8	x	0

33) CO[C@@H](CN(C)S(=O)(=O)c1cccc(Cl)c1)[C@@H](C)CN([C@@H](C)CO)S(=O)(=O)c1ccc(Cl)cc1
34) Cc1ccc(S(=O)(=O)N(C)C[C@@H]2OCCCC[C@@H](C)Oc3ccc(NC(=O)Nc4c(C)noc4C)cc3C(=O)N([C@H](C)CO)C[C@H]2C)cc1
35) C[C@H](CO)N1C[C@H](C)[C@H](CN(C)Cc2ccc(F)cc2)OCc2ccccc2-c2c(n(C)c3ccccc23)C1=O
36) CCCN(C)C[C@H]1OCCCC[C@H](C)Oc2ccc(NC(=O)CCC(F)(F)F)cc2C(=O)N([C@H](C)CO)C[C@@H]1C
37) C[C@H]1CN([C@@H](C)CO)C(=O)Cc2cc(NS(=O)(=O)c3cccs3)ccc2O[C@H]1CN(C)S(=O)(=O)c1ccc(Cl)cc1
38) COCC#Cc1ccc2c(c1)O[C@H](CN(C)S(=O)(=O)c1ccc(F)cc1)[C@@H](C)CN([C@@H](C)CO)S2(=O)=O
39) COc1ccc(S(=O)(=O)Nc2cccc3c2O[C@@H](CN(C)Cc2ccc(Oc4ccccc4)cc2)[C@H](C)CN([C@H](C)CO)C3=O)cc1
40) C[C@H]1CN([C@@H](C)CO)C(=O)Cc2cc(NC(=O)C3CCCCC3)ccc2O[C@H]1CN(C)C(=O)Nc1ccc(F)cc1
entry no.	33	34	35	36	37	38	39	40
Tcruzi prolif	104*	-12	x	44	x	53	60	21
KDM4C inh	-2.4	-2.0	-0.6	-0.3	2.3	0.3	3.6	-1.1
Pf Dd2 growth	-40	-67	-27	x	-76	-46	-6	22
C diff HTS	x	1	-1	2	47	-5	7	-4

41) Cc1ccc(S(=O)(=O)Nc2ccc3c(c2)C(=O)N([C@H](C)CO)C[C@H](C)[C@@H](CN(C)C(=O)c2ccccc2)OCCCC[C@@H](C)O3)cc1
42) COCC#Cc1ccc2c(c1)O[C@@H](CN(C)CC1CCOCC1)[C@H](C)CN([C@@H](C)CO)S2(=O)=O
43) COc1cccc(C#Cc2ccc([C@@H]3[C@H]4CN(C(=O)Cc5cccnc5)CC(=O)N4[C@H]3CO)cc2)c1
44) C[C@H](CO)N1C[C@H](C)[C@H](CN(C)Cc2cccc3c2OCCCO3)OCc2cnnn2CCCC1=O
45) C[C@@H](NC(=O)C[C@@H]1CC[C@H]2[C@@H](COC[C@@H](O)CN2Cc2ccc(C(F)(F)F)cc2)O1)c1ccccc1
46) C[C@H](CO)N1C[C@H](C)[C@H](CN(C)C(=O)NC2CCCCC2)OCCCC[C@H](C)Oc2ccc(NS(=O)(=O)c3ccccc3)cc2C1=O
47) C[C@@H]1CCCCO[C@H](CN(C)C(=O)C2CCCCC2)[C@@H](C)CN([C@@H](C)CO)C(=O)c2cc(NS(=O)(=O)c3cn(C)cn3)ccc2O1
48) C/C=C/c1ccc2c(c1)O[C@H](CN(C)C(=O)Nc1ccc(F)cc1)[C@H](C)CN([C@@H](C)CO)S2(=O)=O
entry no.	41	42	43	44	45	46	47	48
Tcruzi prolif	-10	32	x	-4	-8	94*	-59	77
KDM4C inh	0.3	3.5	0.7	1.6	-0.8	14	-2.3	5.6
Pf Dd2 growth	-34	-45	-26	2	-2	-63	-14	-2
C diff HTS	-1	4	-3	x	-29&-38	7	5	6

49) CC(=O)N(C)C[C@@H]1Oc2ncc(C#Cc3cccnc3)cc2C(=O)N([C@H](C)CO)C[C@H]1C
50) OC[C@@H]1[C@H](c2ccc(-c3cccc(F)c3)cc2)[C@H]2CN(CCC(F)(F)F)CCCCN12
51) Cc1noc(C)c1S(=O)(=O)Nc1cccc2c1O[C@H](CN(C)C(=O)Nc1ccc(C(F)(F)F)cc1)[C@H](C)CN([C@H](C)CO)C2=O
52) O=C(C[C@H]1C[C@H]2c3cc(NS(=O)(=O)c4ccc(F)cc4)ccc3O[C@H]2[C@@H](CO)O1)N1CCOCC1
53) O=C(c1cccc(F)c1)N1CC2(C1)[C@H](c1ccccc1)[C@@H](CO)N2Cc1ccccn1
54) CO[C@@H]1CN(C)C(=O)c2cc(NC(=O)C3CCC3)ccc2OC[C@H](C)N(Cc2nccs2)C[C@H]1C
55) COc1ccccc1-c1cnc2c(c1)C(=O)N([C@H](C)CO)C[C@@H](C)[C@H](CN(C)C(=O)c1ccncc1)O2
56) CC(C)NC(=O)Nc1cccc2c1O[C@H](CN(C)C(=O)Nc1ccccc1)[C@@H](C)CN([C@@H](C)CO)C2=O
entry no.	49	50	51	52	53	54	55	56
Tcruzi prolif	33	107*	49	-7	x	-3	16	37
KDM4C inh	-0.7	-1.8	-0.4	-4.5	9.5	2.5	3.0	0.4
Pf Dd2 growth	-8	-74	-15	13	-12	x	8	7
C diff HTS	7	10	8	-2	4	x	2	-3

Taken from above.
compound 53 @ Pf Dd2 growth = -12
compound 54 @ KDM4C inh = 2.5
compound 50 @ Pf Dd2 growth = -74

Following part:
57) O=C(C[C@@H]1CC[C@H](NS(=O)(=O)c2ccc(F)cc2)[C@@H](CO)O1)NCCc1ccncc1
58) CC(C)NC(=O)Nc1cccc2c1O[C@H](CN(C)S(=O)(=O)c1ccc(F)cc1)[C@@H](C)CN([C@@H](C)CO)C2=O
59) C[C@@H]1CCCCO[C@@H](CN(C)S(=O)(=O)c2ccc(F)cc2)[C@@H](C)CN([C@H](C)CO)C(=O)c2cc(NS(C)(=O)=O)ccc2O1
60) COc1ccc(CN(C)C[C@H]2OCCCC[C@H](C)Oc3ccc(NC(=O)Nc4ccc(F)cc4)cc3C(=O)N([C@H](C)CO)C[C@@H]2C)cc1
61) COCC(=O)N1[C@H](CO)[C@@H]2c3ccccc3N(C(=O)c3cccc(OC)c3)C[C@@H]21
62) COc1ccccc1NC(=O)N(C)C[C@H]1Oc2ncc(Br)cc2C(=O)N([C@@H](C)CO)C[C@H]1C
entry no.	57	58	59	60	61	62
Tcruzi prolif	-64	25	52	44	-9	35
KDM4C inh	-0.5	-0.3	-1.5	-0.8	0.9	-0.6
Pf Dd2 growth	0	0	14	-2	-6	0
C diff HTS	4	1	1	2	6	4
